TAAR1 antagonist: human TAAR1 antagonism; hit rate 1.5% among 360,000; inhibition, % at 3 µM; CHO RD-HGA16 TAAR1, Fluo-8 calcium fluorescence, antagonist; Q96RJ0; AID 624466;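 active = inhibition above a per-plate cutoff, the mean inhibition of test compounds on that plate plus 3 SD, cut at about 49% in these data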;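 note: 0% = DMSO plus EC80 beta-PEA response and 100% = DMSO alone without agonist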
Target sequence (Q96RJ0 whole entry, looked up): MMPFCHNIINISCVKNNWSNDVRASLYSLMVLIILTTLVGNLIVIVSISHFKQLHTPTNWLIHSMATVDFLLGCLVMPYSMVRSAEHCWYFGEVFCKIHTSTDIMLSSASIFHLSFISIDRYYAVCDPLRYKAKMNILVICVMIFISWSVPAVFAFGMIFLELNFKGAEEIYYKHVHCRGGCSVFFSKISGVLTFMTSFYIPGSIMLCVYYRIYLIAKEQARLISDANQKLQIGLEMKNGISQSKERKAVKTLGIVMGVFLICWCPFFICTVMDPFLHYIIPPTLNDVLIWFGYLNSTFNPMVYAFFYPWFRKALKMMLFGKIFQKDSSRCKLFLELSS
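Test system: CHO RD-HGA16 cells bearing hTAAR1 | Reagent: β-PEA, EC80 | Compound dosing: 3 µM, single point | Schedule: Dye loading 75 min at 37 °C, then 30 min room temperature | Signal: Calcium fluorescence with Fluo-8 | Evaluation: Percent inhibition of PEA-evoked calcium signal, max/basal emission ratio | Control set: DMSO-only wells and EC80 β-PEA-stimulated wells | Repeats: Singlicate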
OXTR potentiate: potentiates the human oxytocin receptor response; CHO-OTR cells, Fluo-8 calcium fluorescence, potentiator mode; 0% = oxytocin EC15, 100% = EC100; activation, % at 3 µM; hit rate 0.061% among 320,000; AID 2445;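 active = activation above that plate's cutoff, the mean activation of tested compounds plus 3 SD, cut at about 6.6% in these data, passing the limit was not always enough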;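 note: 100% uses oxytocin at 75 nM as the full agonist control; some results filed as inactive read as strong as hits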
Target sequence (P30559 whole entry, looked up): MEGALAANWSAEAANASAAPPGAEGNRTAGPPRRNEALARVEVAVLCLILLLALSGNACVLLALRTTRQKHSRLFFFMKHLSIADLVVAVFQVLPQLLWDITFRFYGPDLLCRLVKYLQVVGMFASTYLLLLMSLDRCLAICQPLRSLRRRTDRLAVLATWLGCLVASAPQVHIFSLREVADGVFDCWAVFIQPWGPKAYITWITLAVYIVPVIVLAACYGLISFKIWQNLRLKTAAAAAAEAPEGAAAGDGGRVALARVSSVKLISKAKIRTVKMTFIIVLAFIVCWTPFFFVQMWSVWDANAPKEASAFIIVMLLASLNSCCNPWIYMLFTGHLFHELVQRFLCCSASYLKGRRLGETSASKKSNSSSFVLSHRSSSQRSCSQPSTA
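Measured by – Fluo-8 calcium dye fluorescence · Test system – human OTR in CHO cells · Dosing – one concentration, 3.0 µM compound · Controls – EC15 oxytocin alone as 0%, 75 nM oxytocin as 100% · Evaluation – normalized max/min fluorescence ratio, % activation · Timing – 6 min pre-incubation, 100 s read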
OXTR agonist: agonists of human oxytocin receptor. CHO-OTR cells, Fluo-8 calcium fluorescence; normalized: DMSO 0%, oxytocin 100%. activation, % at 3 µM. hit rate 0.32% among 320,000;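 active = activation above the mean of all tested compounds plus 3 SD, cutoff set per screening run, cut at about 20% in these data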;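 note: peak over basal fluorescence ratio from a 100 s FLIPR kinetic read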
V1R ag counter: counter-screen for oxytocin receptor agonists: human V1a receptor agonists | P37288 | CHO-V1R cells, Fluo-8 calcium fluorescence, agonist mode; 0% DMSO, 100% 3 nM vasopressin | activation, % at 3 µM | hit rate 0.25% among 320,000 | AID 2797;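 active = activation above the mean activation of all tested compounds plus 3 SD, per screening run, cut at about 20% in these data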;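 note: signal is peak over basal fluorescence ratio across a 100 second FLIPR read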
CHO-K1 Ca antag: nonselective inhibitor or artifact in parental CHO-K1 cells; hit rate 0.6% among 360,000; ATP-induced calcium, Fluo-8 fluorescence; inhibition, % at 3 µM;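 active = inhibition above a per-plate cutoff, the plate's mean sample inhibition plus 3 SD, cut at about 24% in these data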;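 note: 0% = DMSO plus EC80 ATP and 100% = DMSO alone without ATP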
M1 PAM parental: counter-screen for M1 PAMs: effect in parental CHO-K1 cells. ATP EC20, Fluo-8 calcium fluorescence; 0% at ATP EC20, 100% at ATP max. hit rate 0.02% among 360,000. activation, % at 3 µM;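 active = activation above the run cutoff, the mean activation of all test compounds plus 3 SD, cut at about 40% in these data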;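 note: peak over basal fluorescence ratio in a 140 s read after ATP addition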
GPR7 antagonist: blocks human GPR7 receptor signaling; P48145; GPR7-expressing cells, fluorescence antagonist assay; inhibition, % at 4.4 µM; hit rate 1.1% among 290,000; in the data active = inhibition above about 16%, passing the limit was not always enough;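 note: cells stimulated with the agonist NPW; 0% = agonist with vehicle and 100% = vehicle without agonist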
Target sequence (P48145 whole entry, looked up): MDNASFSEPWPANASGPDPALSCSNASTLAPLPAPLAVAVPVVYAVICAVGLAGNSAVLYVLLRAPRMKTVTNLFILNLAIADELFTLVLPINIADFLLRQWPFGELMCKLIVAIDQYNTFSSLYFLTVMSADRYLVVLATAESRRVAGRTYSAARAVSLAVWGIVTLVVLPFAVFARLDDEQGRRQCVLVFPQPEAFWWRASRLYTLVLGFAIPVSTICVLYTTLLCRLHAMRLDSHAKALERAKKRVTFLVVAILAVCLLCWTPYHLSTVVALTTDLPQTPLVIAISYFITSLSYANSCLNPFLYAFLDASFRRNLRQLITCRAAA
CHO-K1 Ca ag: counter-screen for M1 agonists: effect in parental CHO-K1 cells; activation, % at 3 µM; hit rate 0.48% among 360,000; Fluo-8 calcium fluorescence; scaled to maximal ATP response, vehicle zero; in the data active = activation above about 15%;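 note: untransfected CHO-K1 host cells lacking M1 receptor as counterscreen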
CHO parental Ca: counter-screen: ATP calcium response change in parental CHO cells. parental CHO-K1, ATP-induced calcium, Fluo-8 fluorescence. inhibition, % at 5.6 µM. hit rate 0.63% among 330,000. AID 463079;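 active = inhibition above that plate's mean sample inhibition plus 3 SD, cut at about 26% in these data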;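 note: 0% = ATP-challenged DMSO wells and 100% = DMSO wells without ATP; some compounds past the cut are filed as inactive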
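Assay system – parental CHO cells · Reagent – ATP stimulus · Detection – intracellular calcium via Fluo-8 no-wash fluorescent dye · Evaluation – percent inhibition of ATP-evoked calcium rise, normalized to controls · Controls – ATP wells versus no-ATP DMSO wells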
The depositor's hits bear a star; nt = no result given. Not a hit list; overall some 3.5% were active at least once.

SMILES | TAAR1 antagonist | OXTR potentiate | OXTR agonist | V1R ag counter | CHO-K1 Ca antag | M1 PAM parental | GPR7 antagonist | CHO-K1 Ca ag | CHO parental Ca
COc1ccc(-c2nc(CSCC(=O)NCc3ccc4c(c3)OCO4)c(C)o2)cc1OC | -17 | -3 | -3.1 | -1.8 | -12 | 31 | 3 | 1.1 | -14
CS(=O)(=O)N1CCN(Cc2ccc(C(F)(F)F)cc2)CC1 | 9 | -14 | 0.6 | -1.0 | -12 | 17 | 1 | 1.8 | -7
Cc1ccccc1-c1nsc(SCC(=O)Nc2ccc3c(c2)OCO3)n1 | 30 | -9 | 0.8 | 1.3 | -1 | 21 | -1 | 1.3 | -8
CC(Oc1ccc2ccccc2c1)C(=O)N/N=C/c1cccnc1 (stereo unspecified) | 15 | -12 | 6.5 | 8.2 | -12 | -5 | -1 | 3.6 | -9
O=[N+]([O-])c1cnc(Nc2ccc(Cl)cn2)c([N+](=O)[O-])c1 | -11 | 4 | -2.6 | 0.5 | 14 | -12 | -9 | -0.1 | -3
C=C1C[C@@]23CCC4[C@@](C)(CCC[C@@]4(C)C(=O)OC)C2CC[C@]1(OC(C)=O)C3 (stereo partly specified) | 46 | -5 | -1.4 | -0.1 | -10 | 6 | nt | 0.2 | -24
Cc1ccc(C(=O)OC(C)C(=O)NC2CCCCC2)cc1S(=O)(=O)N1CCCCC1 (stereo unspecified) | 4 | 3 | -0.6 | 0.4 | 9 | 6 | nt | 0.6 | -27
Oc1ccc(NCc2cccc(OCc3ccc(F)cc3)c2)cc1 | 2 | -6 | -3.1 | -1.4 | -6 | 18 | -4 | 1.2 | -9
CCNC(=O)C1(C)CCN(Cc2csc(-c3ccccc3)n2)C1 (stereo unspecified) | 8 | nt | nt | nt | 23 | 5 | nt | 0.1 | nt
COc1ccc(Cn2c(C3CC3)nc3ccc(NC(C)=O)cc3c2=O)cc1 | 8 | -8 | 3.2 | 4.8 | 0 | 14 | -7 | 1.4 | -9
CC(=O)c1sc(NCCOc2ccc(C)cc2)nc1C | 3 | -10 | 0.0 | 2.2 | -4 | 12 | -14 | 2.4 | -4
COc1ccc(-c2c(C)nn3c(N4CCC(C(=O)NCCN(C)C)CC4)cc(C)nc23)cc1OC | -5 | 2 | 0.6 | 1.1 | -13 | 25 | 0 | 0.5 | -3
Oc1c(N=NC(=S)Nc2ccccc2F)c2ccccc2n1Cc1cccc(Cl)c1 | -16 | -4 | 0.2 | -0.4 | -23 | 24 | -9 | 1.0 | -11
Cc1onc(NC(=O)c2ccc([N+](=O)[O-])o2)c1Br | -15 | -7 | -0.3 | 0.6 | -9 | 18 | -15 | 1.4 | -3
O=S(=O)(NC1CCCCC1)c1ccc(N2CCOCC2)nc1 | 5 | -8 | 1.0 | 1.4 | -4 | 20 | 1 | 19* | -5
O=C(Cn1nnc(-c2ccncc2)n1)Nc1ccc2c(c1)CCC2 | 21 | -7 | 0.3 | 2.0 | 2 | -4 | 4 | 0.8 | -4
O=C(OCC(=O)c1ccc(S(=O)(=O)N2CCCC2)cc1)C1=COCCO1 | 18 | -14 | -1.3 | 0.6 | 2 | 7 | -1 | 0.1 | -6
O=C(CNS(=O)(=O)c1ccc(Cl)cc1)N/N=C/c1ccco1 | -1 | -2 | 1.1 | 0.1 | -7 | 22 | 1 | 0.0 | -11
CCOC(=O)C1(Cc2ccccc2)CCN(Cc2cc(=O)c3ccccc3[nH]2)CC1 | -5 | -12 | -2.9 | -1.1 | 5 | -13 | -5 | 0.5 | -12
Cc1ccccc1CSCc1nc2ccccc2[nH]1 | 8 | -1 | 2.4 | 2.2 | 2 | 6 | 1 | 2.7 | 0
CCOc1ccc(S(=O)(=O)N2CCCCC2)cc1NC(=O)C1=COCCO1 | -5 | 1 | -1.7 | 8.9 | -3 | 13 | nt | 0.4 | -18
CCOc1ccc(-c2cnc3cccnn23)cc1 | -17 | nt | nt | nt | 16 | -15 | nt | -0.4 | nt
Cc1c(O)nc(SCC(=O)Nc2cccc(C(F)(F)F)c2)n(-c2ccccc2)c1=O | -20 | nt | nt | nt | 8 | -13 | -7 | -0.1 | nt
COc1ccccc1CNc1nc2cc(-c3ccsc3)sc2c(=O)n1C | 29 | nt | nt | nt | 1 | -10 | nt | -0.1 | nt
CCOC(=O)C1CCCN(C2CC(=O)N(c3ccc(C)c(C)c3)C2=O)C1 (stereo unspecified) | -18 | 0 | -0.6 | -0.5 | 1 | -6 | -18 | 0.3 | -6
O=C(NCC(=O)N1CCCC1)c1ccccc1F | 6 | -7 | -0.6 | -0.3 | -9 | 12 | -12 | 0.8 | -7
Cc1nc(C)c(C(=O)C2=C(O)C(=O)N(CCCn3ccnc3)C2c2ccccc2)s1 (stereo unspecified) | -15 | nt | nt | nt | -22 | 15 | 13 | 0.4 | nt
COc1ccccc1N1CCN(C(=O)C2CCCN(S(=O)(=O)c3ccc4c(c3)CCCN4C(C)=O)C2)CC1 (stereo unspecified) | 68* | -23 | 6.6 | 6.9 | 8 | -22 | 10 | 11 | 28
COc1ccc(S(=O)(=O)Cc2ccc(C(=O)NC3CCCCCC3)o2)cc1 | -5 | -11 | 3.9 | 3.4 | -7 | 24 | 14 | 3.3 | -18
Nc1ncnc2c1ncn2[C@@H]1O[C@H](C(=O)N[C@H]2c3ccccc3C[C@H]2OC=O)[C@@H](O)[C@H]1O | -3 | nt | nt | nt | -18 | -4 | nt | -0.1 | nt
CCn1c(=O)c(C(=O)Nc2ncccc2C)c(O)c2ccccc21 | 13 | -6 | 32* | 20 | 13 | 0 | -4 | 4.8 | -6
C=C(C)CN(CC)Cc1c(C(=O)N(C)CCCC)nc2ccccn12 | -7 | -2 | -2.1 | -0.7 | -2 | 11 | 8 | 0.2 | -13
OC(c1cccc(Cl)c1)c1nc(-c2ccccc2)cs1 (stereo unspecified) | -8 | nt | nt | nt | -8 | 12 | nt | 1.2 | nt
COc1ccc2nc(C)c(C(=O)NN)cc2c1 | -24 | -11 | -0.7 | 0.3 | 8 | 1 | -2 | -0.4 | -3
COc1ccc(CNC(=O)COC(=O)c2ccc(OCc3c(C)noc3C)cc2)cc1OC | -6 | -5 | 3.9 | 6.2 | -7 | -3 | -6 | 3.3 | -6
O=C1CCc2cc(S(=O)(=O)Nc3ccc(C(F)(F)F)cc3)cc3c2N1CC3 | -11 | -18 | 3.7 | 5.4 | 9 | -10 | nt | 0.8 | -18
CCCCC(=O)OCc1cn(-c2ccc(Cl)cc2)nn1 | -3 | 9 | -2.2 | -1.0 | -2 | 0 | -2 | 0.0 | -5
COc1cccc(/C=C2/Oc3ccccc3N(CC(=O)NCC3CCCO3)C2=O)c1 (stereo unspecified) | nt | -9 | 3.1 | 3.6 | 8 | -1 | -14 | 1.4 | -13
Cc1cc(NC(C)C)n2c(nc3ccccc32)c1C#N | -8 | 3 | 0.7 | -0.6 | 2 | 8 | -1 | -0.2 | -11
N#Cc1nc(COc2ccccc2F)oc1N1CCCCCC1 | -7 | -14 | -1.8 | -0.2 | 1 | -1 | -5 | 0.4 | -14
COc1cc(/C=C2\SC(=Nc3ccccc3)N(CCc3c[nH]c4ccccc34)C2=O)ccc1OC(C)C(=O)O (stereo unspecified) | 13 | -7 | -1.9 | 0.1 | 4 | 15 | -5 | 0.6 | 6
FC(F)(F)c1cccc(NC(=S)NNC(=S)Nc2cccc(C(F)(F)F)c2)c1 | nt | -11 | -1.0 | -1.0 | nt | nt | 8 | nt | 4
COc1ccc(NC(=O)Nc2cccc(C)n2)cc1 | 0 | -2 | -1.1 | -1.4 | -20 | 19 | -13 | 0.9 | -26
COc1ccc(NC(=S)NCCCc2ccccc2)cc1 | -5 | -5 | -0.6 | 1.8 | 1 | 2 | -3 | 2.1 | -7
Cc1cnc(C(=O)OCC(=O)N(C(C)C)C(C)C)cn1 | -16 | 1 | 0.1 | 0.6 | -6 | 10 | -8 | 0.0 | -15
Cc1ccc(C(=O)Nc2nc(C(N)Cc3ccc(C(F)(F)F)cc3)cs2)cc1 (stereo unspecified) | 44 | nt | nt | nt | -1 | 9 | nt | 4.3 | nt
CCCN1CCN(S(=O)(=O)c2ccc3c(c2)CCC(=O)N3)CC1 | -24 | -7 | 0.1 | 0.2 | -6 | 12 | nt | 1.3 | -18
CCOC(=O)C1=CCCN(S(=O)(=O)c2ccc(C)cc2)C1 | -25 | nt | nt | nt | 6 | 15 | nt | 2.9 | nt
COc1ccccc1CCN=C(N)NS(=O)(=O)c1cccs1 | 2 | -5 | 0.4 | 0.5 | -8 | 22 | -2 | 0.9 | -2
Cc1cc(C)c(C(=O)C(C)OC(=O)Cn2cnc3c2c(=O)n(C)c(=O)n3C)cc1C (stereo unspecified) | -33 | 0 | 1.1 | 0.9 | 3 | 5 | nt | 1.6 | -8
S=c1[nH]nc(Cc2cccs2)n1-c1ccccc1Cl | -18 | -4 | 0.2 | 0.8 | 0 | 11 | -17 | -0.3 | 5
COCc1cc(C)nc2sc(C(=O)Nc3ccc(OC)cc3)c(N)c12 | -3 | -15 | -0.3 | -0.5 | 6 | 0 | 1 | 0.6 | -14
CCn1c(CCNC(=O)c2ccc(Cl)cc2)n[nH]c1=S | -9 | -16 | -1.3 | 0.4 | -3 | 3 | -5 | -0.2 | -7
COc1ccccc1NC(=O)CCSc1nc(C)cs1 | -17 | -1 | -1.1 | 0.0 | -6 | 16 | -15 | 0.0 | -2
CN(C(=O)Cn1nnc(-c2cccnc2)n1)C1CCCCC1 | -3 | 2 | 1.6 | 0.8 | nt | nt | -7 | nt | -8
c1ccc(Nc2nn[nH]n2)cc1 | 11 | -6 | 0.1 | 0.2 | 3 | -4 | -10 | 0.1 | -7
O=c1[nH]cnc(O)c1Nc1cccc(Cl)c1 | -4 | nt | nt | nt | -7 | -3 | nt | -0.1 | nt
O=C(CSc1nnc(CNC(=O)c2ccccc2F)o1)NCC1CCCO1 (stereo unspecified) | 5 | -6 | 0.7 | 0.8 | -8 | 14 | 3 | 0.0 | 1
COc1ccccc1/C=N/Nc1cc(N(C)C)nc(N(C)C)n1 | -7 | -3 | -1.7 | 0.1 | -2 | 20 | -1 | -0.4 | -25
Cc1ccc2oc(C(=O)Nc3nnc(CC(C)C)s3)c(C)c2c1 | -8 | -8 | 0.1 | -1.0 | -2 | -27 | -15 | 0.3 | 17
CCCCNC(=O)N1CCc2[nH]c3ccccc3c2C1 | -6 | nt | nt | nt | 5 | -11 | -6 | 1.7 | nt

Assay outcomes (PubChem)
